Yeast growth tox – Inhibitors of S. cerevisiae growth, toxicity; AID 685; 0.3% of 30,000 active; growth inhibition, % at 25 µM (by protocol); S. cerevisiae wild-type growth, A595 turbidity, 16 h;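 active = mutant and wild-type yeast strains alike exhibit over 30% growth inhibition; inconclusive = a strain exceeds 50% while the second remains under 30%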;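 note: 0% = untreated cell controls and 100% = YPD media blanks without cells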
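Incubation: 16 h growth with compound, 30 °C; Material: S. cerevisiae wild-type or eIF2Bepsilon-R284H mutant strain; Signal: turbidity measured as absorbance at 595 nm; Medium: YPD yeast growth medium; Measure: growth inhibition (%) versus cell controls and blanks; Doses: 25 µM single dose.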
eIF2B yeast act – eIF2B (yeast) activity modulation; S. cerevisiae eIF2B-epsilon R284H, GCN4-lacZ luminescence; inhibition, % at 25 µM (by protocol); 0.91% of 27,000 active; AID 688;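 active = mutant luminescence inhibited past about 50% while wild type luminescence and mutant growth stay under set limits, limit read from the data; inconclusive = mutant versus wild type luminescence inhibition gap past a set limit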; note: some compounds called inactive have numbers as strong as hits
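Times: 16 h growth with compound at 30 °C, 90 min Beta-Glo step; Assay system: yeast eIF2B-epsilon R284H mutant carrying GCN4–beta-galactosidase fusion; Measure: % inhibition of reporter signal and growth versus controls; Dosing: one concentration, 25 µM, 0.25% DMSO; Buffer or medium: YPD yeast growth medium; Measured by: Beta-Glo luminescence plus absorbance at 595 nm.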
Yeast growth tox inhibition % – recorded beside Yeast growth tox, whose call it bears; growth inhibition, %; S. cerevisiae eIF2Bepsilon-R284H mutant growth, A595 turbidity, 16 h;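 each compound tested once at 25 µM; 0% equals untreated cells and 100% equals cell-free medium blanks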
eIF2B yeast act mutant toxicity – recorded beside eIF2B yeast act, whose call it bears; growth inhibition, %; measured here: mutant yeast growth, toxicity;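 each compound tested once at 25 µM; zero equals untreated control growth and 100 equals blank medium absorbance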
An asterisk follows results filed as active; ? = inconclusive; . = not tested or not shown.

molecule | Yeast growth tox | Yeast growth tox inhibition % | eIF2B yeast act | eIF2B yeast act mutant toxicity
Cc1ccc2c(c1)cc(CN(Cc1cccnc1)C(=O)NCc1ccccc1)c1nnnn12 | 13 | -27 | 3 | -27
Cc1cc2c(cc(C(=O)O)n2C)s1 | 18 | 15 | 25 | 15
COC(=O)CSc1cc(C)nc(SC)n1 | 17 | 19 | 18 | 19
CCC(CC)C(=O)Nc1c2c(nn1-c1ccc(OC)cc1)CS(=O)C2 (configuration not stated) | 14 | -7 | 14 | -7
CCC(C)(C)n1nnnc1C(c1ccc(C)cc1)N1CCN(Cc2ccc3c(c2)OCO3)CC1 (configuration not stated) | -9 | 16 | . | .
Cc1nc2c(C)cccn2c1/C(O)=C1\C(=O)C(=O)N(CCN2CCOCC2)C1c1cccs1 (configuration not stated) | 18 | 17 | 3 | 17
O=C(CN(CC1CCCO1)C(=O)CCC(=O)Nc1ccccn1)NCc1ccccc1 (configuration not stated) | 25 | 17 | -9 | 17
N#CC(C(=O)OC1CCCCC1)c1nc2ccccc2nc1N1CCOCC1 (configuration not stated) | -13 | -16 | 51* | .
O=C(c1ccco1)N1CCN(C(=O)C2CC(c3ccc(Cl)cc3)=NO2)CC1 (configuration not stated) | 4 | 18 | . | .
CCOC(=O)c1c(C)c2c(n1C)CCC/C2=N\O | 6 | -7 | -27 | -7
O=C(C1CCC(C(=O)N2CCCCC2)CC1)N1CCCCC1 (configuration not stated) | 0 | -12 | 32 | -12
CCN(CC)CCCN1C(=O)C(=O)/C(=C(/O)c2ccc3c(c2)CC(C)O3)C1c1cccnc1 (configuration not stated) | 1 | -3 | 25 | -3
CC(C)(C)C1=C(C#N)C(c2cc3c(cc2Br)OCO3)C(C#N)=C(N)O1 (configuration not stated) | -18 | 4 | 18 | 4
COc1ccc(CN(Cc2ccco2)S(=O)(=O)c2ccc(S(=O)(=O)N3CCCC3)cc2)cc1 | 17 | -3 | . | .
O=C(OCc1cccc2ccccc12)C1CC(=O)N(c2ccccc2)C1 (configuration not stated) | -7 | 8 | -3 | 8

Six compounds out of the list, arranged by count of non-hydrogen atoms, ascending:
molecule | Yeast growth tox | Yeast growth tox inhibition % | eIF2B yeast act | eIF2B yeast act mutant toxicity
CCOC(=O)c1c(C)c2c(n1C)CCC/C2=N\O | 6 | -7 | -27 | -7
CCC(CC)C(=O)Nc1c2c(nn1-c1ccc(OC)cc1)CS(=O)C2 (configuration not stated) | 14 | -7 | 14 | -7
O=C(c1ccco1)N1CCN(C(=O)C2CC(c3ccc(Cl)cc3)=NO2)CC1 (configuration not stated) | 4 | 18 | . | .
O=C(CN(CC1CCCO1)C(=O)CCC(=O)Nc1ccccn1)NCc1ccccc1 (configuration not stated) | 25 | 17 | -9 | 17
CCN(CC)CCCN1C(=O)C(=O)/C(=C(/O)c2ccc3c(c2)CC(C)O3)C1c1cccnc1 (configuration not stated) | 1 | -3 | 25 | -3
CCC(C)(C)n1nnnc1C(c1ccc(C)cc1)N1CCN(Cc2ccc3c(c2)OCO3)CC1 (configuration not stated) | -9 | 16 | . | .

New compounds follow:
molecule | Yeast growth tox | Yeast growth tox inhibition % | eIF2B yeast act | eIF2B yeast act mutant toxicity
COc1cccc(C2NC(c3cccc(OC)c3O)C(C)C(=O)C2C)c1O (configuration not stated) | 19 | -30 | 4 | -30
CCOC(=O)c1ccc(NC(=O)CCS(=O)(=O)c2ccc(Br)s2)cc1 | 22 | 7 | 21 | 7
CCc1ccc(C(=O)c2oc3nc(C)cc(C)c3c2N)cc1 | -27 | 0 | 17 | .
CCOC(=O)N1CCN(S(=O)(=O)c2cc(Br)cc3c2N(C(C)=O)C(C)C3)CC1 (configuration not stated) | . | . | 6 | .
O=C(NCc1cccnc1)c1cccc2c1C(=O)N(C1CCCCC1)C2 | -35 | -5 | 36 | -5
CCCCCOC(=O)C1=C(C)NC(=O)NC1c1ccccc1OCC (configuration not stated) | ? | . | 2 | -4
O=C(CSc1ncc(-c2ccc(F)cc2)n1Cc1ccco1)Nc1nccs1 | -30 | -29 | 15 | -29
CN(C(=O)CSc1nnc(NC2CCCCC2)s1)C1CCS(=O)(=O)C1 (configuration not stated) | 8 | 7 | 19 | 7
O=C(C1CCCN(S(=O)(=O)c2cccc3nsnc23)C1)N1CC=C(c2ccccc2)CC1 (configuration not stated) | -8 | 7 | 20 | 7
COC(=O)c1c(C)nn(-c2ccccc2)c1-n1cccc1 | 15 | 18 | . | .
c1ccc(-c2nc3c(ccc4ccccc43)[nH]2)nc1 | -21 | 35 | -6 | 35
O=C(CNS(=O)(=O)c1ccc(F)cc1)Nc1ccc(C(F)(F)F)cc1 | 22 | 28 | . | .
CCN(CC)CCNC(=O)Cn1nc(-c2ccccc2)c2ccccc2c1=O | -22 | 0 | 24 | .
Cc1ccc(CNc2nc(N)c([N+](=O)[O-])c(Nc3ccc(F)cc3)n2)cc1 | -7 | -5 | 9 | -5
CCN1CCC(C(N)=O)CC1 | 6 | 13 | . | .
CC(=O)N1CCN(c2ccc(NCc3cccs3)cc2)CC1 | 14 | 3 | 21 | 3
Clc1ccc(Cl)c(-c2ccc(/C=N/c3ncn[nH]3)o2)c1 | 3 | 5 | -26 | 5
CC(C)CN(C(=O)COC(=O)Cn1cnc2ccccc2c1=O)C1CCS(=O)(=O)C1 (configuration not stated) | -2 | -12 | 24 | -12
Cc1ccc(CCC2C3=C(CCCC3=O)OC3=C2C(=O)CCC3)cc1 | 17 | 11 | 13 | 11
CC1=C(C(N)=O)C(c2ccco2)C(C(N)=O)=C(C)N1 | 1 | 1 | 10 | 1
CCOc1ccc2nc3c(cc2c1)CN(CCOC)C(=NC)S3 | 12 | -11 | 20 | -11
CCOc1ccc(NC(=O)CSc2nnc(C34CC5CC(CC(C5)C3)C4)n2C)cc1 | -27 | -3 | 17 | -3
O=C(Nc1cc(Cl)cc(Cl)c1)c1cnn2cccnc12 | 23 | 11 | . | .
COc1ccc(CC(=O)NC2CCN(Cc3nnnn3C(C)(C)C)CC2)cc1OC | 26 | 17 | 24 | 17
CCOC(=O)c1c(N)sc2c1C1CCN2CC1 | 18 | 11 | 13 | 11
CC(=O)c1ccc(Nc2nc(NCCO)nc(OC(C(F)(F)F)C(F)(F)F)n2)cc1 | -2 | -10 | -25 | -10
CCC(=O)Nc1ccc(NC(=O)CN2CCCC(C)C2)c(Cl)c1 (configuration not stated) | . | . | 2 | .
O=c1[nH]c(CN(CCO)CCO)nc2c1C1(CCCCC1)Cc1ccccc1-2 | -4 | -14 | 10 | -14
CC12CCC(C(=O)Nc3ccccc3)(C/C1=N\O)C2(C)C (configuration not stated) | 6 | -10 | 10 | -10
COc1cccc(-c2nc3ccccc3c(=O)o2)c1 | 8 | 3 | 17 | 3
CC12CN(S(=O)(=O)c3ccccc3)CC(C)(CN(S(=O)(=O)c3ccccc3)C1)C2 | 16 | 12 | 16 | 12
Cc1nccn1-c1cc(C(C)C)c(C#N)c2nc3ccccc3n12 | -8 | -5 | . | .
CCOC(=O)c1ccc(NC(=O)CCn2nnc3ccccc32)cc1 | -9 | -4 | 29 | -4
CCOc1ccc2nc(NC(NC(C)=O)(C(=O)OC)C(F)(F)F)sc2c1 (configuration not stated) | -3 | -9 | 27 | -9
CC1CCN(S(=O)(=O)c2cccc(C(=O)O)c2)CC1 | -1 | 19 | 17 | 19
CC(Sc1nc(-c2ccccc2)cc(C(F)(F)F)n1)C(=O)NCc1ccco1 (configuration not stated) | 17 | 27 | 23 | 27
CC(C)(C)n1[nH]c2c3c(ccc2c1=O)C(=O)c1ccccc1C3=O | 6 | 3 | . | .
Cc1nc2cncc(Br)c2n1C | -17 | -18 | 17 | -18
O=S(=O)(Nc1ncccn1)c1ccc(Nc2ncnc3ccccc23)cc1 | 4 | 0 | 0 | .
COc1ccc(OC)c(S(=O)(=O)Nc2ccc(F)cc2)c1 | 22 | 12 | 20 | 12
COc1cccc(NC(=O)CSc2nnc(Cc3cccs3)n2-c2ccc(C)cc2)c1 | 18 | -24 | 9 | -24
COC(=O)c1cc(C)nc(N)c1C#N | 5 | 9 | 27 | 9
CCCCN(CCCC)CCCNC(=O)CC1Oc2ccc(C)cc2NC1=O (configuration not stated) | -7 | 8 | -57 | 8
CCC(C)(C)NC(=O)C(c1cccc(OC)c1)N(C(=O)c1ccn[nH]1)c1cccc(OC)c1 (configuration not stated) | 0 | 4 | 18 | 4
Clc1ccc2[nH]c3c(NCC4CCCO4)ncnc3c2c1 (configuration not stated) | 9 | 4 | 12 | 4

Compound profiles (already shown). Values in the order: Yeast growth tox, Yeast growth tox inhibition %, eIF2B yeast act, eIF2B yeast act mutant toxicity
Listed for CC12CN(S(=O)(=O)c3ccccc3)CC(C)(CN(S(=O)(=O)c3ccccc3)C1)C2 : 16, 12, 16, 12
Listed for Cc1nccn1-c1cc(C(C)C)c(C#N)c2nc3ccccc3n12 : -8, -5, ., .

Following part
molecule | Yeast growth tox | Yeast growth tox inhibition % | eIF2B yeast act | eIF2B yeast act mutant toxicity
Cc1ccc(SCc2[nH]nc3c2C2(CCSCC2)C(C#N)=C(N)O3)cc1 | -22 | -4 | . | .
CC(=O)OC(C(=O)NC1CCCCC1)c1cccc(C)c1 (configuration not stated) | -42 | -32 | -9 | -32
O=C(CCS(=O)(=O)c1ccc(Cl)cc1)OCC(=O)N1CCCCC1 | 18 | 11 | 19 | 11
Cc1ccc(Cn2c(SCC(=O)Nc3cc(C)on3)nc3ccccc3c2=O)cc1 | -13 | 2 | 31 | 2
O=C(NCc1ccco1)C1CCN(S(=O)(=O)N2CCOCC2)CC1 | 12 | 5 | 10 | 5
CCOc1ccc(OCc2cccc(C(=O)N3CCCC3)c2)cc1 | 22 | -17 | 14 | -17
O=C(Cc1ccccc1)NC1CCN(S(=O)(=O)c2ccc(C(=O)O)cc2)CC1 | -8 | -24 | 26 | -24
CCOc1ccccc1NC(=O)Cn1nnc(C(=O)Nc2ccc(C)cc2)c1N | -1 | 7 | 33 | 7
CCc1ccc(N=c2c([N+](=O)[O-])nn(-c3ccccc3)n2O)cc1 | 33 | 26 | . | .
O=C(NCCc1ccc(F)cc1)N1CCOCC1 | 4 | 10 | 19 | 10
CC(C)(CNS(=O)(=O)c1ccc(Cl)cc1)N1CCCCC1 | 18 | 12 | -10 | 12
COc1ccc(OC)c(C(=O)CSc2nnc(-c3cccnc3)n2C)c1 | -12 | -2 | 13 | -2
CCCCP(=O)(c1ccccn1)c1ccccn1 | -16 | -7 | 4 | -7
O=C(NC(=S)NC1CCCCCCCCCCC1)c1cccnc1 | -3 | 3 | 26 | 3
O=C(O)CSCNC(=O)CC12CC3CC(CC(C3)C1)C2 | 11 | -30 | 17 | -30
CC(C)COC(=O)CNc1n[nH]c(=S)[nH]c1=O | 16 | 5 | . | .
CC(C)(C)NC(=O)C1CCN(C(=O)c2ccc(Br)cc2)CC1 | -4 | -4 | 24 | -4
COc1ccc(C2C(C(=O)Nc3ccc4c(c3)OCCO4)c3ccccc3C(=O)N2C)cc1 (configuration not stated) | -44 | -57 | -12 | -57
Cc1cc(C)c(C)c(OCC(=O)N2CCOCC2)c1 | 29 | 10 | 17 | 10
NC(=O)c1c(NC(NC(=O)c2ccco2)C(=O)c2ccc(Cl)cc2)sc2c1CCCC2 (configuration not stated) | 18 | 6 | 24 | 6
CS(C)(=O)=NS(=O)(=O)c1ccc(Cl)cc1 | 28 | -4 | . | .
CCOC(=O)CCCNC(=O)CCNC(=O)c1ccc(OC(C)C)cc1 | 22 | 7 | 18 | 7
CCOc1cc2[nH]c(=O)n(CCCCC(=O)NC3CCCCCC3)c(=O)c2cc1OCC | 1 | -15 | 20 | -15
CCCCNC(=O)c1c(O)c2cccc3c2n(c1=O)CCC3 | 4 | 26 | 16 | 26
CCOc1ccc(-c2csc(NC(=O)C3CCCO3)n2)cc1 (configuration not stated) | 20 | 9 | 18 | 9
CC(=O)NC(Cc1c[nH]c2ccccc12)C(=O)Nc1ccc2c(c1)OCO2 (configuration not stated) | 10 | 0 | -2 | .
CC(C)Oc1ccc(/C(O)=C2/C(=O)C(=O)N(Cc3cccnc3)C2c2ccco2)cc1 (configuration not stated) | 7 | -20 | 2 | -20
O=C(N/N=C/C(Cl)=C\c1ccccc1)c1cnccn1 | 25 | 15 | . | .
CCC(=O)N1CCc2cc(S(=O)(=O)CCC(=O)Nc3c(C)n(C)n(-c4ccccc4)c3=O)ccc21 | 19 | 3 | -1 | 3
CC(C)Cc1nc(N2CCOCC2)c(C#N)c2c1CCC2 | . | . | -21 | .
CCCC[n+]1ccn(C2=C([O-])c3ccccc3C(=O)/C2=N\S(=O)(=O)c2ccccc2)c1 | -6 | -29 | 2 | -29

From PubChem BioAssay

Not all compounds are listed (hit frequency here may not be typical).
